Bioassay records: PubChem, several laboratories
ADAM10 inh: ADAM10 inhibition, QFRET primary screen; O14672; recombinant ADAM10, EDANS/DABCYL FRET peptide cleavage, 3 h; inhibition, % at 7 µM; 0.62% of 370,000 active; AID 720582;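 active = inhibition above a per-campaign cutoff equal to the mean of compounds falling between control-based bounds plus 3 SD, cut at about 20% in these data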;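 note: 0% = DMSO wells while the 100% control is not disclosed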
KLK7 zymogen act: activators of human kallikrein-7 zymogen; activation, % at 7 µM; AID 652039; 0.9% of 370,000 active; purified proKLK7, EDANS-DABCYL substrate fluorescence; 100% is mature enzyme control, 0% vehicle;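 active = activation above the mean of all tested compounds plus 3 SD, computed per campaign excluding outliers beyond control limits, cut at about 13% in these data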
ASAP1 inh: inhibitors of human ASAP1 ArfGAP activity; ASAP1-stimulated ARF1 GTP hydrolysis, GDP FP detection; inhibition, % at 16.5 µM; 0.19% of 360,000 active; Q9ULH1; in the data active = inhibition above about 25%;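 note: 0% = vehicle with enzyme and substrate and 100% = no enzyme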
ARFGAP1 inh: inhibits rat ARF GTPase activating protein 1. Q62848. AID 651572. Arfgap1-stimulated ARF1 GTP hydrolysis, GDP FP detection. 0.26% of 360,000 active. inhibition, % at 16.5 µM;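 active = inhibition above a per-plate limit, mean inhibition of low control wells plus 3 SD, cut at about 25% in these data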;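 note: 0% = DMSO wells with enzyme and 100% = wells lacking Arfgap1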
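System: truncated rat Arfgap1 GAP domain / Medium: HEPES-based buffer, pH 7.5 / Also added: N-terminally truncated human ARF1-GTP substrate / Incubation: enzyme reaction 120 min at 25 °C after 20 min preincubation / Measured by: FP of antibody-bound GDP Alexa 633 tracer, ex 620/em 688 nm / Replicates: singlicate, each compound tested once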
GC-B act: GC-B (human) receptor activation; P20594; HEK293-GC-B cells, CNP EC30, cGMP TR-FRET; 0% at EC30 CNP, 100% saturating CNP; activation, % at 10 µM; 0.11% of 370,000 active; AID 1920062;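 active = activation at 10 µM reaching about 35% in either raw or pattern-adjusted values, limit read from the data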
Target sequence (P20594 whole entry, looked up): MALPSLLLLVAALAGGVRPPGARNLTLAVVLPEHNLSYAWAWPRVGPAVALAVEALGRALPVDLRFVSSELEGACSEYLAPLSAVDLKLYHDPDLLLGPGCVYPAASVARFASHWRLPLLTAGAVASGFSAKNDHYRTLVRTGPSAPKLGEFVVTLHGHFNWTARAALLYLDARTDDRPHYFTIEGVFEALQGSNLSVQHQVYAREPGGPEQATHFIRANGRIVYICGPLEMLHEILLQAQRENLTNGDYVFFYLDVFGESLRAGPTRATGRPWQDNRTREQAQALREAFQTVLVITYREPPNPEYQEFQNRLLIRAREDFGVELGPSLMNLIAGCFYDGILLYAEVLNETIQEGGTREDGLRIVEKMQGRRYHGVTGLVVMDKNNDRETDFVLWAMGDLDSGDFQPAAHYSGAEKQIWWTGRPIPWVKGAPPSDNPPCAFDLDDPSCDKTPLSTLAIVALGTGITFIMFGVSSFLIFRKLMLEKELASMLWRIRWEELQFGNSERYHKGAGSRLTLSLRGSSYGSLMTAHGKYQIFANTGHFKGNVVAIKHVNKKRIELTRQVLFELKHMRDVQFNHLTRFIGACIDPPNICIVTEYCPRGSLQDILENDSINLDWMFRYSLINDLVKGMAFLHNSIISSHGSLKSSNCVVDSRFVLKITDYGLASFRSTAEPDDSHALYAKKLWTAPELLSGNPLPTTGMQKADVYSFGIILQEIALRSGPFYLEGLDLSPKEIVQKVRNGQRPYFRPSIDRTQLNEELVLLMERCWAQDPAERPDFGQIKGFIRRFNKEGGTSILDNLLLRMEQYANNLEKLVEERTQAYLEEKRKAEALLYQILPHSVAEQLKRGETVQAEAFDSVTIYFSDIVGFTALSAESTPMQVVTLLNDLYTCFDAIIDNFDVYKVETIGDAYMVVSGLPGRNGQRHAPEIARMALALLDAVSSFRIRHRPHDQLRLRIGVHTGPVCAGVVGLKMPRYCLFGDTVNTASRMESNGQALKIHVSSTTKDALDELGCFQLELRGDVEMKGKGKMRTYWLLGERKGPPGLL
NPR1 activator: GC-A (human) enzyme activation; HEK293 GC-A cells, cGMP TR-FRET, EC30 ANP; 0% at EC30 ANP, 100% saturating ANP; AID 1671463; activation, % at 10 µM; 0.14% of 370,000 active; in the data active = activation above about 40%
sPLA2-III inh: Blocks human group III sPLA2 activity | Q9NZ20 | QFRET BODIPY PC-A2 liposome hydrolysis, fluorescence | inhibition, % at 12.2 µM | 0.56% of 370,000 active;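 active = inhibition above mean plus 3 SD of compounds lying within the high and low control bounds, cut at about 19% in these data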;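 note: 0% = median of test compound wells and 100% = no enzyme DMSO wells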
Tn6 DDE FP: inhibitors of Tn6 peptide binding to human fibrin DD(E); P02675; Fibrin DD(E) TRITC-Tn6 fluorescence polarization displacement; inhibition, % at 8.3 µM; 0.21% of 370,000 active;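 active = inhibition above a per-campaign cutoff: mean of compounds within control limits plus 3 SD, cut at about 15% in these data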;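 note: 0% = median of all compound wells on the plate and 100% = blocking peptide control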
rCAG binder: molecules binding r(CAG) RNA repeats; r(CAG) RNA repeat, TO-PRO-1 dye displacement fluorescence; inhibition, % at 3 µM; 1.3% of 370,000 active; AID 651821;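 active = inhibition above the plate cutoff, the mean of all test compounds on that plate plus 3 SD, cut at about 35% in these data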;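 note: 0% = DMSO alone and 100% = 100 µM mitoxantrone as full dye displacement; higher means more dye released from RNA so lower well fluorescence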
FXN GAA850 act: activators of GAA850 frataxin (FXN) promoter; HEK293 lucGAA850 FXN promoter luciferase reporter, 24 h; percent of 10 µM SAHA response; activation, % at 6 µM; 0.56% of 360,000 active; AID 540364;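 active = activation above the average of all compounds screened plus 3 SD, cutoff fixed separately per campaign, cut at about 7.5% in these data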;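 note: 0% = DMSO wells and 100% = 10 µM SAHA wells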
* marks the source's active call; other numbers are inactive results; x = not tested or not shown.

Below each SMILES – ADAM10 inh	KLK7 zymogen act	ASAP1 inh	ARFGAP1 inh	GC-B act	NPR1 activator	sPLA2-III inh	Tn6 DDE FP	rCAG binder	FXN GAA850 act
> CCCCNC(=O)c1cnc2n(c1=O)CCS2
    -1	0.3	-1	-8	-10	11	2	-2	-3	1.1
> CCC(Oc1ccccc1)C(=O)Nc1ccc(S(=O)(=O)NCC2CCCO2)cc1 (stereo not given)
    14	0.2	6	3	4	1	-10	-3	-3	-0.4
> Cc1ccc(S(=O)(=O)N(C)C)cc1NC(=O)C(C)OC(=O)C1CCCCC1 (stereo not given)
    -1	-0.1	-10	1	0	-2	-4	6	1	-0.8
> COc1ccc(-c2nn(-c3ccccc3)cc2C(=O)Nc2cccc(C(=O)O)c2)cc1[N+](=O)[O-]
    -10	-0.6	6	3	-8	-5	2	1	71*	1.5
> CC(C)C[C@H]1COc2cc(N3CCSCC3)ccc2S(=O)(=O)N1C
    0	-0.2	x	x	7	6	2	-2	0	x
> CCN1C(=O)[C@H]2[C@@H](c3ccc(C)cc3)N3C(=O)N(c4cccc(Br)c4)C(=O)[C@@]3(Cc3ccccc3)[C@H]2C1=O
    7	0.0	10	-3	-16	-8	-33	1	4	-5.2
> CCN(CC1COc2ccccc2O1)C(=S)NCCCN(C)C (stereo not given)
    1	0.0	-1	1	-1	3	3	1	-1	0.0
> Cc1ccc(C2=N/C(=C\N(C)C)C(=O)O2)cc1
    8	-0.4	-6	6	-3	-3	-2	0	3	4.4
> C=CCn1c2ccccc2c2nnc(SCC(=O)OCN3C(=O)c4ccccc4C3=O)nc21
    -9	-0.6	5	1	-7	-5	13	4	3	1.6
> O=S(=O)(c1ccc(=S)[nH]c1)N1CCCCC1
    -6	-0.3	-13	-9	3	-3	-5	3	-1	1.0
> CS(=O)(=O)N(CC(=O)N1CCCCCC1)c1cccc(F)c1
    4	-0.6	-4	7	2	4	6	2	-6	0.0
> CN(C)c1ccc(/C=C2/C=C(c3ccc4c(c3)CCCC4)OC2=O)cc1
    -2	0.0	-10	6	5	2	4	0	3	1.9
> C[C@H]1CCC[C@]2(O[C@H](CCO)C[C@@H](O)[C@@H]2O)O1
    -6	-0.1	15	-1	4	-2	2	3	-2	2.3
> Cc1ccc(S(=O)(=O)N2CCC(C(=O)NCCc3ccccc3)CC2)cc1
    -2	-0.4	2	-9	1	1	0	7	-3	-1.2
> O=C(COc1ccc(F)cc1)NCC1CCCO1 (stereo not given)
    5	1.2	0	8	0	-3	10	7	-2	-0.1
> Cc1ccc(S(=O)(=O)c2cc3c(=O)n4ccccc4nc3n(C)c2=N)cc1
    -201	2.2	-10	5	-2	10	8	6	1	0.1
> COc1nccnc1NS(=O)(=O)c1ccc(NC(=S)NC(=O)c2ccc(F)c(F)c2)cc1
    4	0.5	-12	11	7	0	-1	2	11	-1.3
> Cn1cc(Cl)c(C(=O)OCC(=O)Nc2ccccc2)n1
    -2	-0.1	-4	2	3	4	-4	2	-2	2.4
> COc1cccc(CN(CC(=O)NC2CCCC2)C(=O)CCC(=O)Nc2cc(C)on2)c1
    -2	0.0	-3	5	-6	-2	1	0	-8	2.7
> O=S(=O)(NC(=NCc1ccccc1)c1ccc(F)cc1)c1ccc(Cl)cc1
    -4	0.2	-8	5	-8	-8	-12	-3	-4	-0.6
> Cc1ccc(C(=O)NC2(C(F)(F)F)NC(=O)N(c3ccc(Cl)cc3)C2=O)cc1 (stereo not given)
    9	-0.1	-17	-13	3	0	-8	-1	1	1.5
> COc1cc(C2NC(=S)NC(C)=C2C(=O)c2ccccc2)ccc1O (stereo not given)
    2	0.3	2	2	2	-1	11	-1	8	0.7
> c1ccc(N=P(N2CCOCC2)(N2CCOCC2)N2CCOCC2)cc1
    -3	0.0	3	0	-3	2	2	6	-1	0.0
> COc1cccc(NC(=O)NC2(C(F)(F)F)Oc3ccccc3O2)c1
    6	0.6	-12	-9	8	6	-2	0	8	3.9
> COc1ccc(N2CCN(c3nc(C)c(C)c(=O)[nH]3)CC2)cc1
    1	0.5	2	-3	-6	-11	-4	6	-2	2.3
> CC1(c2ccccc2)NC(=O)N(CC(=O)NCC2CCCO2)C1=O (stereo not given)
    -6	0.3	-11	7	7	1	8	-2	1	2.4
> COc1cccc(C(=O)COC(=O)COc2c(C)cc(C)cc2C)c1
    -7	0.1	12	-2	-3	0	-3	-2	-8	0.9
> CSc1ccccc1NC(=O)COc1ccc(Cl)cc1
    3	0.2	13	12	3	0	-2	-2	-2	5.0
> Cc1nc2ccccc2nc1N1CCCCC1
    -9	0.0	-9	3	3	-1	4	-1	-2	4.3
> CN(C)N1C(N)=C(C#N)C(c2cccs2)C2=C1CCCC2=O (stereo not given)
    -2	-0.1	-2	-2	-2	20	7	0	1	1.3
> COc1cccc(C(C)(O)c2nc(-c3ccoc3)cs2)c1 (stereo not given)
    -4	0.8	2	6	-3	-2	-6	-2	6	-0.8
> O=C1C=C(NCc2ccco2)C2(CCCCC2)O1
    -4	0.3	8	4	-15	-17	2	12	2	-1.5
> CN(C)/C=C/C(=O)c1ccc(Cl)c([N+](=O)[O-])c1
    -10	0.2	-14	3	0	-3	-3	-1	10	-1.5
> O=c1cc(CN2CCN(c3ccc(F)cc3)CC2)c2cc3c(cc2o1)CCCC3
    -2	0.0	-6	-1	0	-1	5	-8	3	0.6
> C=CCN(c1ccccc1)S(=O)(=O)c1ccc2c(c1)NC(=O)C(C)C(=O)N2 (stereo not given)
    -4	0.1	12	-10	0	-1	-2	11	2	0.6
> Cc1ccc(Sc2ncccc2C(=O)N(C)Cc2cccs2)c(C)c1
    3	-0.4	3	5	0	-1	-8	-1	-6	1.1
> Cc1cc(NC(=O)CSc2nc(-c3ccccc3)nc3c2c(=O)n(C)c(=O)n3C)no1
    -2	-0.5	-13	1	-1	5	-3	2	2	-0.1
> CN(CC(=O)NCc1cccnc1)S(=O)(=O)c1ccc(F)cc1
    -1	-0.2	5	0	6	4	0	0	2	2.3
> Nc1[nH]c(C(=O)c2ccccc2)c(-c2ccc(Br)cc2)c1C(=O)NC1CC1
    -18	-0.3	3	8	-1	-8	25*	4	3	x
> Cc1cc(C)cc(NC(=O)Nc2ccccc2N2CCCCC2)c1
    6	1.5	-10	2	0	0	-6	13	0	2.0
> COc1cccc2cc(C(=O)N3CC(C)OC(C)C3)c(=O)oc12 (stereo not given)
    -7	0.7	-10	7	7	5	9	5	-3	1.9
> COc1cc(OC)cc(C(=O)NCCSCc2ccco2)c1
    -3	-0.3	4	5	3	0	1	-3	-8	x
> CCN(CC(=O)Nc1c(F)cccc1F)C(=O)c1ccc(S(=O)(=O)N2CCCCC2)cc1
    -10	0.1	-10	2	2	0	7	-2	-5	-0.8
> COC(=O)N/N=C/c1c(C)c(C(=O)c2ccc(F)cc2)n2ccccc12
    -2	0.3	5	-4	3	-2	7	-8	-3	-5.1
> CCOC(=O)c1nn(-c2ccc(C)cc2)c2nc(Nc3ccccc3)cc(=O)n12
    1	-0.5	5	24	-11	0	-17	2	13	2.2
> CC(=O)Nc1ccc(S(=O)(=O)N2CCC(N3CCCCCC3)CC2)cc1
    4	-0.7	10	2	0	0	14	-7	-2	0.2
> NC(=O)NC(=O)COC(=O)CCCCCNS(=O)(=O)c1ccc2c(c1)OCCO2
    -5	-0.1	14	-11	-2	-3	7	-8	7	2.5
> COc1ccccc1-c1cc(C(F)(F)F)nc(S(C)(=O)=O)n1
    -50	5.8	6	4	5	77*	1	5	-1	4.4
> C/C(=N\NC(=O)Cc1ccccc1Cl)c1cccnc1
    -1	0.3	-8	-6	0	4	-4	-1	-1	3.1
> Cc1ccc(Sc2cc(NCCCO)c([N+](=O)[O-])c3nonc23)cc1
    0	-0.4	-6	-3	1	5	4	-2	1	1.7
> CC1=NN(C(=O)Cc2ccccc2)C(O)(c2cccnc2)C1 (stereo not given)
    4	-0.1	-1	1	-1	3	-4	-1	2	-0.8
> O=c1cc(CSc2ccc(Cl)cc2)[nH]c2[nH]n(-c3ccccc3)c(=O)c12
    9	-0.4	-1	-5	10	0	14	-2	56*	-1.7
> O=C1N(c2ccccc2)C[C@@H]2C[C@@H](c3cccc4c3OCO4)N3CCC[C@@]123
    -1	-0.4	0	-10	0	3	-2	0	-1	0.3
> C=CCn1c(SCC(=O)c2c(N)n(C)c(=O)n(C)c2=O)nnc1-c1ccncc1
    1	-0.2	3	9	7	6	2	1	-2	0.2
> CC1CC(c2ccccc2)=Nc2ccccc2N1 (stereo not given)
    -5	0.0	-6	-1	-6	-5	2	-3	1	4.3
> COc1cc(CN2CCc3c([nH]c4ccccc34)C2)cc(OC)c1
    0	0.4	7	-7	-3	-8	2	2	-4	0.1
> COc1ccc(C(=O)Oc2cc(/C=N/NC(N)=S)ccc2OC)cc1
    12	0.8	12	-7	3	-2	5	1	4	-4.1
> O=C(Nc1ccc(S(=O)(=O)Nc2ccccc2)cc1)c1ccc(CN2CCOCC2)cc1
    -2	0.7	8	4	-2	1	-35	8	7	-4.5
> O=C(CSc1ccccc1C(=O)O)NCc1ccco1
    -5	-0.1	4	6	8	0	3	0	-2	0.4
> Cc1nc2c(C(=O)NCc3ccccc3Cl)c[nH]n2c(=O)c1Cl
    -20	-0.3	-5	-2	2	0	-133	4	81*	0.7

The list goes on.
Below each SMILES – ADAM10 inh	KLK7 zymogen act	ASAP1 inh	ARFGAP1 inh	GC-B act	NPR1 activator	sPLA2-III inh	Tn6 DDE FP	rCAG binder	FXN GAA850 act
> CC1C(=O)N(Cc2cn(CCC3OCCO3)nn2)CCS(=O)(=O)N1Cc1ccc(-c2cccc(CO)c2)cc1 (stereo not given)
    2	-0.5	2	-8	1	-1	-2	6	0	-1.8
> O=C1CSC(c2ccc(Cl)cc2)N1Nc1nc(N2CCOCC2)nc(N2CCOCC2)n1 (stereo not given)
    9	0.2	-4	-2	-6	-7	-7	8	-7	2.5
> CC/C(=N\NC(=O)C1CCCC1)c1cccc(Br)c1
    3	-0.3	-1	-4	-2	0	1	2	-3	1.3
> N#CC(C#N)=C(N)/C(C#N)=C/c1cc(O)c(O)c(O)c1
    -32	7.2	2	4	-13	-10	-12	-1	11	-0.2
> CC1Cc2ccccc2N1Cc1nc2scc(-c3cccs3)c2c(=O)[nH]1 (stereo not given)
    -2	0.3	-11	11	-2	-11	-4	-4	11	-1.7
> COc1cccc(C2C(C(=O)c3cc4ccccc4o3)=C(O)C(=O)N2c2cc(C)on2)c1 (stereo not given)
    -3	2.2	-6	-11	6	11	-17	2	48*	-1.0
> O=C(COc1ccc(Cl)cc1)NCCCNC(=O)c1cccnc1
    -2	0.1	-9	-1	-3	-3	-1	0	0	0.6
> C=CC[C@H](CC(=O)NCCO)C(=O)N[C@H](C)COC(=O)[C@@H](CC=C)Cc1ccc(F)cc1
    0	-0.1	4	13	3	2	4	1	0	-0.2
> COCCn1c(C)cc(C(=O)COC(=O)c2ccc[nH]c2=O)c1C
    6	-0.4	-5	3	2	6	5	5	0	-7.8
